Source: PubChem (several laboratories)
sdo1 growth: growth rescue of sdo1-depleted yeast, primary screen, S. cerevisiae, bone marrow failure model; S. cerevisiae sdo1-depleted JHY4D growth rescue, OD600 30 h; stronger effect = higher value; pdr5 snq2 efflux-pump mutant strain; z-score at 10 µM; 140,000 compounds, 0.21% hits; AID 817, 2007;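 active = z-score above 3 at both the 24 hr and the 30 hr optical density reads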;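 note: z-score against mean and SD of all compound wells on the same plate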
Insulin prom inh: inhibitors of insulin promoter-driven GFP, primary screen, imaging, TRM-6 cells (human fetal islet line), eGFP reporter, cell count. reporter expression induced with tamoxifen. AID 1273, 2008. 130,000 compounds, 0.9% hits. inhibition, % at 2 µM;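 active = inhibition above the mean plus 3 SD, with well images judged a real hit on visual review, cut at about 60% in these data, passing the limit was not always enough; inconclusive = inhibition over the cutoff but images rejected on review; inactive = inhibition not above the cutoff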
sdo1 growth Rescue 24 h: also measured in sdo1 growth; calls as there; z-score; S. cerevisiae sdo1-depleted JHY4D growth rescue, OD600; measured here: growth rescue at 24 h;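 0 is the plate mean of compound wells and units are plate SD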
* = called active by the depositor; u = inconclusive; x = no result given. An excerpt; count on the stated rates, not on these rows.

Every second line gives: sdo1 growth | sdo1 growth Rescue 24 h | Insulin prom inh
CC(=O)c1cc(-c2ccccc2)n(CC(=O)N2CCCCC2)c1C
    0.35 | -0.34 | x
O=C(CN1CC(=O)Nc2ccccc21)Nc1ccc(F)c(F)c1
    x | x | -56
CC(=O)Nc1cccc(NC(=O)CSc2nnnn2C(C)C)c1
    1.6 | 0.82 | -3
COCCCNCCOCCOc1ccccc1-c1ccccc1
    0.46 | 0.23 | -62
Cc1cc(Nc2c(C)cccc2C)n2nc(C)nc2n1
    0.44 | 0.68 | x
CCc1ccc(N2CC(C(=O)Nc3nnc(CC)s3)CC2=O)cc1 (stereo not given)
    0.36 | -0.4 | -6
COc1cc(C(=O)NNC2=NC(C)(C)Cc3cc(C)c(C)cc32)cc(OC)c1OC
    -0.28 | -1.1 | -14
O=C1c2ccccc2C(Nc2ccc(S(=O)(=O)N3CCCCCC3)cc2)N1c1ccccn1 (stereo not given)
    0.11 | 0.54 | x
Cc1ccc(CNC(=O)C2CCC(CNc3c(N4CCOCC4)c(=O)c3=O)CC2)cc1 (stereo not given)
    0.39 | 0.19 | x
CC1(C)C2CCC1(CS(=O)(=O)Nc1ccc(S(=O)(=O)N3CCCC3)cc1)C(=O)C2 (stereo not given)
    0.01 | -0.32 | -3
Cc1ccc2c(c1)CCCN2C(=O)c1ccoc1C
    -0.84 | -1.1 | -12
CN(C)S(=O)(=O)c1cc(S(=O)(=O)N(C)C)c(Cl)cc1N
    1.9 | 2.5 | x
Cc1cc(C)cc(NC(=O)C2CCN(c3nccs3)CC2)c1
    -0.02 | -0.71 | 0
CCCCC(=O)Nc1ccc(NC(=O)c2cccnc2)cn1
    -0.46 | -1.1 | -15
COc1cc(CCC(=O)OCC(=O)Nc2c(C)cccc2C(C)C)cc(OC)c1OC
    0.65 | 0.61 | x

By substructure: the entries above containing a halogen
Every second line gives: sdo1 growth | sdo1 growth Rescue 24 h | Insulin prom inh
O=C(CN1CC(=O)Nc2ccccc21)Nc1ccc(F)c(F)c1
    x | x | -56
CN(C)S(=O)(=O)c1cc(S(=O)(=O)N(C)C)c(Cl)cc1N
    1.9 | 2.5 | x

(list continues)
Every second line gives: sdo1 growth | sdo1 growth Rescue 24 h | Insulin prom inh
NC(=O)c1sc2nc(N3CCCCC3)c3c(c2c1N)CCCC3
    -2.4 | -1.8 | 0
COC(=O)c1cc2ccsc2n1CC(=O)N1CCCc2ccccc21
    -0.11 | 0.24 | x
Nc1nc(SCc2ccc([N+](=O)[O-])cc2)c2ncn(C3OC(CO)C(O)C3O)c2n1 (stereo not given)
    1.2 | 0.78 | 15
c1ccc(-n2nnnc2-n2ccnc2)cc1
    1.1 | 0.73 | -32
Cc1ccc(Cl)cc1N1CCN(C(=S)NCCc2ccccc2)CC1
    x | x | 6
COc1ccccc1CNC(=O)c1ccc(OC(C)C)cc1
    x | x | 10
Cc1ccc(C(=O)NC(=S)Nc2ccc(-c3ccc(CO)o3)cc2)cc1
    x | x | 36
Cc1ccc(-c2cc(C(F)(F)F)n3nc(C(=O)NCCCn4ccnc4)cc3n2)cc1C
    -1.4 | -0.57 | x
Cc1cc2cc(CCNC(=O)c3ccc(Br)o3)c(=O)[nH]c2cc1C
    -1.6 | -1.8 | -27
COc1ccc(C2=NN(c3ccccc3)C(=O)/C2=C\c2ccc(O)c(OC)c2)cc1
    x | x | 21
O=C1CC(=O)C(n2cncn2)C(c2c(F)cccc2Cl)C1 (stereo not given)
    1.4 | 1.8 | 0
Cc1noc(C)c1/C=N/Nc1ccccn1
    x | x | -7
CC(=O)NCC(=O)OCC(=O)c1ccc(C)cc1
    3 | 2.2 | x
CCOC(=O)c1c(NC(=O)c2cccnc2Cl)sc(C(=O)N(C)C)c1C
    0.7 | 1.3 | -15
O=C(Nc1c(-c2cccs2)nc2ccccn12)c1ccccc1F
    x | x | 0

Additional records
Every second line gives: sdo1 growth | sdo1 growth Rescue 24 h | Insulin prom inh
O=C(CN(Cc1ccco1)C(=O)CNS(=O)(=O)c1ccccc1)NC1CCCCC1
    2.3 | 4.1 | x
c1coc(CN2CCN(C(c3cccs3)c3nnnn3C3CCCC3)CC2)c1 (stereo not given)
    0.01 | -0.04 | -10
CC(O)Cc1nsc(NC(=O)c2ccc(Br)o2)n1 (stereo not given)
    0.97 | 0.07 | 9
CC(=O)c1ccc(N2CCN(C(C)C(=O)NC3CCCc4ccccc43)CC2)cc1 (stereo not given)
    0.7 | 0.58 | -47
S=C(NCCN1CCOCC1)Nc1cccc(Cl)c1
    1.2 | 0.82 | 0
CCOc1cc(CNC(=O)CN2C(=O)c3ccccc3S2(=O)=O)ccc1OC
    -0.81 | -1.6 | x
Cc1ccc(C)c2c1[nH]c1ccccc12
    -0.77 | -0.84 | 38
COC(=O)c1cnc(SC)nc1C
    1.2 | 0.75 | -163
FC(F)(F)C1CC(c2cccs2)Nc2ncnn21 (stereo not given)
    0.54 | 0.73 | x
O=C(O)COc1ccccc1C(Nc1cccnc1)c1cc(Cl)c2cccnc2c1O (stereo not given)
    x | x | 13
CS(=O)(=O)N(CC(N)=O)c1ccc2c(c1)OCO2
    0.4 | -1.2 | 13
CCC(C(=O)NC1CCCC1)N(Cc1ccco1)C(=O)Cn1nnc(-c2ccc(C)cc2)n1 (stereo not given)
    -0.71 | -0.36 | -39
COCCOC(=O)C(C#N)c1nc2ccccc2nc1N1CCCC1 (stereo not given)
    -0.44 | 0.32 | 23
Clc1ccc(-c2nnc(-c3ccccc3Cl)o2)cc1
    -1.6 | -1.2 | x
CN1CCN(C(=O)c2cnn3c(C(F)(F)F)cc(-c4cccs4)nc23)CC1
    0.36 | -0.04 | -100

In a second layout: 4 of the compounds above.
canonical_smiles: FC(F)(F)C1CC(c2cccs2)Nc2ncnn21 (stereo not given)
- sdo1 growth = 0.54
- sdo1 growth Rescue 24 h = 0.73
- Insulin prom inh = x
canonical_smiles: O=C(O)COc1ccccc1C(Nc1cccnc1)c1cc(Cl)c2cccnc2c1O (stereo not given)
- sdo1 growth = x
- sdo1 growth Rescue 24 h = x
- Insulin prom inh = 13
canonical_smiles: CS(=O)(=O)N(CC(N)=O)c1ccc2c(c1)OCO2
- sdo1 growth = 0.4
- sdo1 growth Rescue 24 h = -1.2
- Insulin prom inh = 13
canonical_smiles: CCC(C(=O)NC1CCCC1)N(Cc1ccco1)C(=O)Cn1nnc(-c2ccc(C)cc2)n1 (stereo not given)
- sdo1 growth = -0.71
- sdo1 growth Rescue 24 h = -0.36
- Insulin prom inh = -39

Other records follow:
Every second line gives: sdo1 growth | sdo1 growth Rescue 24 h | Insulin prom inh
S=C(NCCc1ccccc1)NC1CC2CCC(C1)N2Cc1ccccc1 (stereo not given)
    x | x | 0
CN(C)C=Nc1nonc1-c1ncn[nH]1
    0.02 | -0.82 | 0
Cc1c(C(=O)Nc2cc(S(=O)(=O)N3CCOCC3)ccc2N2CCOCC2)oc2ccccc12
    x | x | -6
COc1ccc(OC)c(Nc2nc(C3CC3)nc3c2nnn3Cc2ccccc2)c1
    -0.49 | 0.66 | -31
COc1ccc(S(=O)(=O)N2CCCCCC2)cc1N(C)S(=O)(=O)c1ccc(C)cc1
    -1.1 | -1.4 | x
COc1ccc(C(=O)COc2ccc(NC(C)=O)cc2)cc1
    -0.29 | 0.1 | u
Cc1ccc(S(=O)(=O)CCc2nnc(NC(=O)c3ccccn3)s2)cc1
    -0.39 | -0.98 | x
O=C1CC(c2ccccc2)n2nc(NC(=O)c3cccnc3)nc2N1 (stereo not given)
    -0.27 | -0.7 | -57
Cc1ccccc1-c1nc(-c2cccnc2)no1
    -0.29 | -0.77 | x
COc1ccc(S(=O)(=O)N(CCc2ccccc2)CC(=O)O)cc1OC
    0.99 | 0.83 | x
COC(=O)CSc1nnc(-c2ccccc2O)n1-c1ccc(C)cc1
    -1.9 | -2 | x
COc1ccc(CSc2nnc(CNS(C)(=O)=O)o2)cc1
    0.54 | 0.42 | -16
Cc1cccc[n+]1C1C(c2ccccc2)C(C#N)=C(C(=C=[N-])C#N)NC1(O)C1CC1 (stereo not given)
    -0.14 | 0.3 | -54
Cc1cccc(N2CCN(C(=O)c3cn4ccccc4n3)CC2C)c1 (stereo not given)
    x | x | -50
CC1=CS/C(=C(/C#N)C(=O)NCc2ccco2)N1c1ccccc1
    -0.37 | -0.85 | x

(list continues)
SMILES,sdo1 growth,sdo1 growth Rescue 24 h,Insulin prom inh
O=C(/C=C/c1cccc(Cl)c1)Nc1ccncc1,-1.9,-1,35
O=C(NCCN1CCN(Cc2ccccc2)CC1)C1CC(=O)N(C2CCCC2)C1 (stereo not given),0.01,-0.35,-3
N#Cc1ccc(N2CCCC2C(=O)O)c([N+](=O)[O-])c1 (stereo not given),0.66,-0.19,-4
Cc1cc(N2CCN(c3ccc(F)cc3)CC2)nc2cc(O)ccc12,-2.3,-1.8,x
O=C(NCCCNC(=O)NC1CCCCC1)NC1CCCCC1,x,x,19
Cc1cc(NC(=O)CC23CC4CC(C2)CC(CC(=O)Nc2cc(C)on2)(C4)C3)no1,-0.79,-1.4,-105
O=C(CCn1c(=O)oc2ccccc21)N1CCN(c2ccccc2Cl)CC1,-1.3,-0.69,-128
COc1ccccc1NC(=O)CCSc1nnnn1C,-0.61,-0.42,-26
Cc1nn(Cc2c(F)c(F)c(F)c(F)c2F)c(C)c1NC(=O)c1nn(C)cc1[N+](=O)[O-],-0.02,-0.35,-27
COc1ccc(CCNC(=O)C(=O)NCc2ccccc2)cc1OC,0.67,1.6,-13
O=C(Cc1cccs1)Nc1ccc(-c2nnc(-c3ccco3)o2)cc1,x,x,54
CCC(c1nnnn1C1CCCCC1)N1CCN(C2CCCC2)CC1 (stereo not given),0.86,0.73,x
O=c1c2ccccc2nc(-c2ccc(Cl)cc2)n1C1CCS(=O)(=O)C1 (stereo not given),x,x,-12
Clc1ccc(-c2c[n+](Cc3cccc(Cl)c3)c3n2CCC3)cc1,1.1,0.67,25
CCN(CC)S(=O)(=O)C1CCS(=O)(=O)C1 (stereo not given),0.57,0.92,12
COCCNS(=O)(=O)c1cccc2cccnc12,0.44,-0.65,x
CCN(CCO)Cc1csc2ccc(Br)cc12,0.29,0.01,9
COc1cc2c(cc1OC)CN(Cc1cc(=O)oc3c(C)c(C)ccc13)CC2,-1.1,-1.5,x
O=C(NC(Cc1ccccc1)C(=O)N1CCN(c2ccccn2)CC1)c1ccco1 (stereo not given),-0.21,-0.25,61
Cc1cccc(-n2cnc(C(=O)NNC(=S)Nc3ccccc3)c2)n1,x,x,27

(more compounds)
SMILES,sdo1 growth,sdo1 growth Rescue 24 h,Insulin prom inh
Nc1nc(COc2ccc3ccccc3c2)cs1,-1.4,-0.92,-257
COC(=O)CN1C(=S)N(C)C(=O)/C1=C/c1cccs1,x,x,29
CC(C)NS(=O)(=O)c1ccc(OCC(=O)Nc2ccc3c(c2)OCO3)c(Cl)c1,-0.81,-1.3,-24
Cc1cc(C)n2c(SCC(=O)Nc3cc(C)on3)nnc2n1,1.1,1.2,41
CCCCC(=NCCc1c(C)[nH]c2ccc(OC)cc12)C1=C(O)CC(c2ccccc2)CC1=O (stereo not given),x,x,-73
Cc1ccc(S(=O)(=O)NC(=O)Nc2nnc(C)s2)cc1,1.1,1.1,-46
Clc1ccc(OCCCNCc2ccccc2)c(Br)c1,-1.5,-1.5,20
Cc1ccc(NS(=O)(=O)N(C)C)cc1,0.49,-0.6,-410
COc1ccc(OC)c(NC(=O)c2c(NC(=O)CNCc3ccco3)sc3c2CCC3)c1,-1.3,-0.18,20
C=CCn1c(SCn2nnc3ccccc3c2=O)nnc1-c1ccc(Cl)cc1,-2.5,-1.6,5
COc1ccc(OC)c(NC(=O)CN2CCN(C(=O)c3ccco3)CC2)c1,0.61,-1.2,x
CCOc1ccc(/C(O)=C2/C(=O)C(=O)N(CCCn3ccnc3)C2c2cccs2)cc1Cl (stereo not given),0.86,0.16,-73
O=C1N=c2ccccc2=C1c1sc(=S)n(CC2CCCO2)c1O (stereo not given),0.36,2.8,x
O=C(NCCc1ccccn1)c1cc(-c2ccc(Cl)cc2)nc2ccccc12,-1.3,-0.97,x
CC1CCc2nc(NC(=O)C3COc4ccccc4O3)sc2C1 (stereo not given),-2.2,-1.4,x
Cc1cc(C(=O)OCC(=O)NC2CCS(=O)(=O)C2)c(C)n1-c1ccccc1 (stereo not given),0.12,1.3,64
CCOC(=O)NCc1ccc(S(=O)(=O)Nc2ccccc2C)cc1,0.14,0.34,x
CC(O)CNc1nc2c(c(=O)n(C)c(=O)n2C)n1C/C=C/c1ccccc1 (stereo not given),0.09,-0.42,50
COc1cccc(N2CCN(C(=O)c3ccc(N4C(=O)NC5CC4(C)Oc4ccccc45)cc3)CC2)c1 (stereo not given),1.6,0.1,x
COc1ccc(-c2cc(C(F)(F)F)c(C#N)c(SCC(=O)Nc3ccc(C)cc3)n2)cc1,0.05,0.52,-8

New compounds follow
SMILES,sdo1 growth,sdo1 growth Rescue 24 h,Insulin prom inh
O=C(CSc1nnnn1-c1ccc(Cl)cc1)Nc1cccnc1Cl,0.29,-0.09,-27
S=C(NCC1CCCO1)Nc1cccc(Cl)c1 (stereo not given),x,x,-68
O=C(O)CCC(=O)NNc1ncnc2ccccc12,x,x,29
C=CC[n+]1c(-c2ccc(OCC)cc2)csc1NNC(=O)Nc1ccccc1,-0.86,-0.09,37
CC(C)N1C(=O)S/C(=C/c2ccccc2OCc2ccc(C(=O)O)cc2)C1=O,x,x,-33
Cc1sc2nc(CSc3ccccc3)nc(N3CCC(C(N)=O)CC3)c2c1C,x,x,14
O=C1c2ccccc2C(=O)C1c1ccnc2ccccc12,-2,-0.69,-488
CCc1ccc(N2CC(C(=O)Nc3nccs3)CC2=O)cc1 (stereo not given),0.19,0.85,x
O=C(N/N=C/c1cccs1)c1cccc(S(=O)(=O)Nc2ccc(Cl)cc2)c1,x,x,-53
CCOC(=O)c1c(N)sc2c(O)c(Br)ccc12,-2.3,-0.76,0
